mcGAS RapidFire = mouse cGAS inhibition by mass spec | 0.18% of 130,000 active | recombinant mouse cGAS, cGAMP by RapidFire MS | inhibition, % at 12.5 µM;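 active = inhibition of cGAS enzyme activity at or above 60%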;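 note: enzyme stimulated by 45 bp dsDNA with ATP and GTP substrates; cGAMP share of summed cGAMP plus half ATP and half GTP signals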
Target sequence (Q8C6L5 whole entry, looked up): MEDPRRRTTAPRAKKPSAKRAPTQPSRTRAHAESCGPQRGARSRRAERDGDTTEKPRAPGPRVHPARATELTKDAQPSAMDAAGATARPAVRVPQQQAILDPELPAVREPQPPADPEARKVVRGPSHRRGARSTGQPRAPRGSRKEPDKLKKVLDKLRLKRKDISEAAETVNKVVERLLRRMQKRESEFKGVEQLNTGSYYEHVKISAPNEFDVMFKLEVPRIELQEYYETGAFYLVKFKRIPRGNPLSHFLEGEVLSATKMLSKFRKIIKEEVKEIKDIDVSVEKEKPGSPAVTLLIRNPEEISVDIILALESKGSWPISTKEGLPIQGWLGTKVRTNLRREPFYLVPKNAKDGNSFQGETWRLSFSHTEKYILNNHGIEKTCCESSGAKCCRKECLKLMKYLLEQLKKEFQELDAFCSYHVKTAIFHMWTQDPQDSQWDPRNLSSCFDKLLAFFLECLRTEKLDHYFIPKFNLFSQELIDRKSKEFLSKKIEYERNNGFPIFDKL
* = called active by the depositor; & = joins results of further samples.

What do the screens show for `CCS(=O)(=O)c1ccccc1C(=O)NCc1cccc(C(=O)N2CCCC2)c1`?
mcGAS RapidFire: -1

How did O=S1(=O)CCC(NC(=S)SCc2cccc(F)c2)C1 (stereo unspecified) do in these assays?
mcGAS RapidFire: -9

What do the screens show for `O=C(CSc1ccc(Br)cc1)NCc1ccc(N2CCOCC2)nc1`?
mcGAS RapidFire: -5

How did O=C(Nc1cccc(-c2nn[nH]n2)c1)N1CCCC1Cc1ccccc1 (stereo unspecified) do in these assays?
mcGAS RapidFire: -7

What do the screens show for `O=S(=O)(c1cccc2ccccc12)N1CC(c2cccnc2)C1`?
mcGAS RapidFire: -17

How did NC(=O)c1nc(-c2cccs2)nc2c1[nH]c(=O)n2-c1cccc(Cl)c1 do in these assays?
mcGAS RapidFire: -7

What do the screens show for `CC(=O)N1CCc2cc(NC(=O)CSc3nncn3C)ccc21`?
mcGAS RapidFire: -2

How did O=C1Nc2ccccc2C1=NN=Cc1ccc2c(c1)OCO2 do in these assays?
mcGAS RapidFire: -7

Results for COc1cc(Cn2ccnc2-c2nccn2C)cc(OC)c1OC ?
mcGAS RapidFire: -5

How did COc1ccc(F)cc1Cn1nnc(-c2ccc(F)cc2)n1 do in these assays?
mcGAS RapidFire: 1

The closing five records of the part before open the next one:
How did NC(=O)c1nc(-c2cccs2)nc2c1[nH]c(=O)n2-c1cccc(Cl)c1 do in these assays?
mcGAS RapidFire: -7

What do the screens show for `CC(=O)N1CCc2cc(NC(=O)CSc3nncn3C)ccc21`?
mcGAS RapidFire: -2

How did O=C1Nc2ccccc2C1=NN=Cc1ccc2c(c1)OCO2 do in these assays?
mcGAS RapidFire: -7

Results for COc1cc(Cn2ccnc2-c2nccn2C)cc(OC)c1OC ?
mcGAS RapidFire: -5

How did COc1ccc(F)cc1Cn1nnc(-c2ccc(F)cc2)n1 do in these assays?
mcGAS RapidFire: 1

What do the screens show for `CC(=O)c1ccccc1-c1cccc(C(=O)NC(C)C)c1`?
mcGAS RapidFire: -20

Results for CC1(C(=O)Nc2nc(-c3cccc(Cl)c3)ns2)CCOCC1 ?
mcGAS RapidFire: -21

What do the screens show for `Cc1c(NCc2cccnc2)cccc1C(=O)NCc1ccc2nonc2c1`?
mcGAS RapidFire: -9

What do the screens show for `CN(C)CC(=O)Nc1sc2c(c1C#N)CCCC2`?
mcGAS RapidFire: -11

How did Cc1ccc(-n2c(Cc3c(C)n[nH]c3C)n[nH]c2=O)cc1C do in these assays?
mcGAS RapidFire: -13

How did O=S(=O)(N1CCc2ccccc2C1)N1CCCC1Cn1ccnc1 (stereo unspecified) do in these assays?
mcGAS RapidFire: -5

What do the screens show for `CC(C)Nc1ccc(C(=O)N2CCCCC2)cn1`?
mcGAS RapidFire: -6

What do the screens show for `CC(C)(C)c1cc(N=CCc2nnnn2-c2ccc3ccccc3c2)no1`?
mcGAS RapidFire: -5

What do the screens show for `CN(C)CCCNS(=O)(=O)c1ccc(S(=O)(=O)N2CCCC2)cc1`?
mcGAS RapidFire: 0

What do the screens show for `COc1cccc(CC2CN(C(=O)CCc3c(C)noc3C)CCO2)c1` (stereo unspecified)?
mcGAS RapidFire: -3

Results for CCOc1ccc(OCCCOc2ccc(C)cc2)cc1 ?
mcGAS RapidFire: -12

What do the screens show for `CN(Cc1ccccc1)Cc1nc2c(c(=O)n(C)c(=O)n2C)n1Cc1ccc(Cl)cc1Cl`?
mcGAS RapidFire: -7

Results for C=CCn1c(SCC(=O)NC(C)C(=O)NCCC)nc2scc(-c3ccc(C)cc3)c2c1=O (stereo unspecified) ?
mcGAS RapidFire: 9

How did COc1ccc(C(C)C(=O)N2CCN=C2SC)cc1 (stereo unspecified) do in these assays?
mcGAS RapidFire: -4

How did CCc1nn2c(nnc3c(=O)n(C(C)C(=O)O)ccc32)c1-c1ccc(Cl)cc1 (stereo unspecified) do in these assays?
mcGAS RapidFire: -5

How did CCNc1nc(C)c(C(=O)N2CCC3(CC2)C(=O)N(C)c2ccccc23)s1 do in these assays?
mcGAS RapidFire: -17

Results for CCn1ncnc1C1CC(=O)Nc2c1c(-c1ccccn1)nn2C (stereo unspecified) ?
mcGAS RapidFire: -1

Results for CN(Cc1n[nH]c2c1CCCCC2)C(=O)c1cc(COc2cccc3cccnc23)on1 ?
mcGAS RapidFire: -8

Results for CCN(CC)P(=Nc1ccccc1)(c1c(C)nc2ccccn12)N(CC)CC ?
mcGAS RapidFire: -6

Results for CC(Cc1ccc2c(c1)OCO2)CN1CCn2c(nnc2C(=O)N2CCOCC2)C1 (stereo unspecified) ?
mcGAS RapidFire: -17

What do the screens show for `Cc1cc(F)ccc1S(=O)(=O)N1CCNC(C(=O)O)C1` (stereo unspecified)?
mcGAS RapidFire: -12

What do the screens show for `O=C(c1ccc2c(c1)OCO2)C1CCCN(C(=O)c2scc3c2CCCC3)C1` (stereo unspecified)?
mcGAS RapidFire: 5

Results for NC(=O)COc1ccc(CN2CC[C@@]3(O)CCCC[C@H]3C2)cc1Cl ?
mcGAS RapidFire: -26

How did Cc1ccc(C(=O)COC(=O)c2sc(-c3ccccc3)nc2C)cc1 do in these assays?
mcGAS RapidFire: -9

What do the screens show for `COc1ccc(N2C(=O)CSC2c2ccc3c(c2)OCO3)cc1OC` (stereo unspecified)?
mcGAS RapidFire: -3

How did Cc1oc(-n2cccc2)c(C#N)c1C(=O)N1CCC(C)CC1 do in these assays?
mcGAS RapidFire: 9

What do the screens show for `O=[N+]([O-])c1cccc2nc(C=Cc3cc4ccccc4nc3N3CCOCC3)ccc12`?
mcGAS RapidFire: -3

How did COCCn1ccc2nc3ccn(-c4ncn[nH]4)c(=O)c3cc2c1=O do in these assays?
mcGAS RapidFire: -8

Results for COc1ccc(NC(=O)C(C)n2ccnc2)cc1Br (stereo unspecified) ?
mcGAS RapidFire: -4

Results for CC(CNC(=O)N(C)Cc1cnccn1)Cc1cccs1 (stereo unspecified) ?
mcGAS RapidFire: -4

What do the screens show for `O=C(Cc1cccc2ccccc12)NNC(=O)c1ccc(Cl)s1`?
mcGAS RapidFire: -5

Results for COc1cccc2c1OCCCN(C(=O)c1cn(C/C=C/c3ccccc3)nn1)C2 ?
mcGAS RapidFire: -3

What do the screens show for `CCCCc1nc(-c2nccn2C(C)c2nc(CC)no2)c(Cl)[nH]1` (stereo unspecified)?
mcGAS RapidFire: -8

Results for O=C(CN1c2cccc3cccc(c23)S1(=O)=O)N1CCc2ccccc21 ?
mcGAS RapidFire: 0

How did COc1ccc(Cl)cc1NC(=O)C(C)OC(=O)Cn1cc(C(F)(F)F)ccc1=O (stereo unspecified) do in these assays?
mcGAS RapidFire: -5

Results for Cc1nnc(NC(=O)CSc2nnc(NC(=O)c3ccccc3I)s2)s1 ?
mcGAS RapidFire: -3

Results for COc1ccc(C)cc1NC1CCCN(S(=O)(=O)c2ccc(C)cc2)C1 (stereo unspecified) ?
mcGAS RapidFire: -1

How did Cn1nnc2c(NCc3ccc(Cl)cc3)ncnc21 do in these assays?
mcGAS RapidFire: -16

What do the screens show for `CS(=O)(=O)N1CCCC1C(=O)NCc1nncn1-c1ccccc1` (stereo unspecified)?
mcGAS RapidFire: -8

How did CCOC(=O)c1nn(-c2ccc(F)cc2)c(=O)cc1N1CCC(Cc2ccccc2)CC1 do in these assays?
mcGAS RapidFire: -5

Reprinted from the part before: 4 compounds, then new ones.
Results for COc1ccc(C)cc1NC1CCCN(S(=O)(=O)c2ccc(C)cc2)C1 (stereo unspecified) ?
mcGAS RapidFire: -1

How did Cn1nnc2c(NCc3ccc(Cl)cc3)ncnc21 do in these assays?
mcGAS RapidFire: -16

What do the screens show for `CS(=O)(=O)N1CCCC1C(=O)NCc1nncn1-c1ccccc1` (stereo unspecified)?
mcGAS RapidFire: -8

How did CCOC(=O)c1nn(-c2ccc(F)cc2)c(=O)cc1N1CCC(Cc2ccccc2)CC1 do in these assays?
mcGAS RapidFire: -5

How did COc1ccc(OC)c(S(=O)(=O)NC(=O)C2(C)CCN2C(=O)Cc2cccc3ccccc23)c1 (stereo unspecified) do in these assays?
mcGAS RapidFire: -6

How did COc1cccc(C(=O)NCC2CCCN(C(=O)Cc3cccc(C)c3)C2)c1OC (stereo unspecified) do in these assays?
mcGAS RapidFire: 1

What do the screens show for `COc1cc2sc(C)[n+](C)c2c2ccccc12`?
mcGAS RapidFire: -9

What do the screens show for `O=C(Cn1c2ccccc2c(=O)c2ccccc21)Nc1ccc(Oc2ccccc2)cc1`?
mcGAS RapidFire: -8

Results for C=CCNC(=S)NS(=O)(=O)c1ccc(Cl)s1 ?
mcGAS RapidFire: -9

Results for CCOC(=O)C1CCCN(c2nc3nonc3nc2N2CCSCC2)C1 (stereo unspecified) ?
mcGAS RapidFire: -4

Results for Cc1cccn2c(=O)nc(SCc3cccc(F)c3)nc12 ?
mcGAS RapidFire: -16

How did C=C(C)COc1cccc(C(=O)NCc2cn3cc(C)ccc3n2)c1 do in these assays?
mcGAS RapidFire: -14

What do the screens show for `COc1ccc(C2NC(=S)N3C(c4ccc(OC)cc4)NC(=S)N23)cc1` (stereo unspecified)?
mcGAS RapidFire: -10&-4

How did CCOC(=O)N1CCN(C(=O)CCC2(Cc3ccc(SC)cc3)CCC(=O)N2)CC1 (stereo unspecified) do in these assays?
mcGAS RapidFire: -8

What do the screens show for `CCN1CCN(Cc2oc(CO)cc(=O)c2O)CC1`?
mcGAS RapidFire: -8

What do the screens show for `CCCCN(C1CCS(=O)(=O)C1)S(=O)(=O)c1ccc(F)cc1` (stereo unspecified)?
mcGAS RapidFire: 10

Results for CCOC(=O)C1(CCCc2ccccc2)CCN(C(=O)c2ccoc2C)CC1 ?
mcGAS RapidFire: -13

Results for C#CCOc1ccccc1CNC(=O)NC(c1ccccc1)c1nnc(C)n1C (stereo unspecified) ?
mcGAS RapidFire: 5

Results for CCC(=O)Nc1ccc(N2CCC(OC)CC2)c(C(F)(F)F)c1 ?
mcGAS RapidFire: 0

How did Cc1cc(C)cc(CC(C(=O)Nc2ccccc2)C(C)C(=O)O)c1 (stereo unspecified) do in these assays?
mcGAS RapidFire: -9

What do the screens show for `C=CCN(C(=O)CN1CCOc2ccccc2C1)C1CCS(=O)(=O)C1` (stereo unspecified)?
mcGAS RapidFire: -16

What do the screens show for `Cc1cc(C)n(CCCNC(=O)c2ccc(S(=O)(=O)C(F)F)cc2)n1`?
mcGAS RapidFire: -1

What do the screens show for `Cc1nc(SCC(=O)N2CCCCC2C)c2c3c(sc2n1)CCCC3` (stereo unspecified)?
mcGAS RapidFire: -7

What do the screens show for `CC(C)CCn1c(NC2CCCCC2)nc2c1c(=O)[nH]c(=O)n2C`?
mcGAS RapidFire: -4

What do the screens show for `CS(=O)(=O)N1CCC(NC(=O)c2cccc(CC3CCNCC3)c2)CC1`?
mcGAS RapidFire: -18

How did O=C(NC(N1CCCC1=O)(C(F)(F)F)C(F)(F)F)c1ccccc1Cl do in these assays?
mcGAS RapidFire: -7

How did CN1CCC(N(Cc2ccncc2)C(=O)NCc2cccc(F)c2)CC1 do in these assays?
mcGAS RapidFire: -28

How did Nc1ccccc1Sc1c[nH]c2ccccc12 do in these assays?
mcGAS RapidFire: 0

How did O=C(NC1(c2cccc(F)c2)CC1)c1cc2ccccc2c(=O)[nH]1 do in these assays?
mcGAS RapidFire: -6

How did Cc1ccc(OCC(O)Cn2nnc3ccccc3c2=O)cc1 (stereo unspecified) do in these assays?
mcGAS RapidFire: -7

How did O=C(NNS(=O)(=O)c1ccc(F)c(F)c1)c1cncn1-c1ccccc1 do in these assays?
mcGAS RapidFire: -5

What do the screens show for `CCOc1ccc(N2CCNC(C)C2=O)cc1` (stereo unspecified)?
mcGAS RapidFire: -4

Results for C1=C(CN2CCCC2c2ccsc2)N2CCCN=C2S1 (stereo unspecified) ?
mcGAS RapidFire: -5

What do the screens show for `CCN(C(=O)CCc1c[nH]c2ccccc12)C1CCS(=O)(=O)C1` (stereo unspecified)?
mcGAS RapidFire: -11

What do the screens show for `CC(C)c1nc2sc3c(NCCCN(C)C)ncnc3c2c2c1COC(C)(C)C2`?
mcGAS RapidFire: 1

What do the screens show for `Cc1ccc(-n2nnc3c(=O)n(CC(=O)N4CCCc5ccccc54)cnc32)cc1`?
mcGAS RapidFire: 2

Results for CCOC(=O)c1oc2cccc(OC(C)=O)c2c1C ?
mcGAS RapidFire: -4

How did c1ccc(-c2noc(CN3CC[C@@H]4CCCC[C@H]4C3)n2)cc1 do in these assays?
mcGAS RapidFire: -5

How did CNc1nc(C(=O)N[C@@H]2CC[C@@H](N)C2)cs1 do in these assays?
mcGAS RapidFire: -33

How did O=C(O)CCCCCN1C(=O)C2C3C=CC(C3)C2C1=O (stereo unspecified) do in these assays?
mcGAS RapidFire: -32

What do the screens show for `Cc1cccc(OCCSc2nc(O)cc(=O)n2C2CCCC2)c1`?
mcGAS RapidFire: 2

How did N#CCCn1cc(C(=O)CN2C(=O)NC3(CCc4ccccc43)C2=O)c2ccccc21 (stereo unspecified) do in these assays?
mcGAS RapidFire: 3

What do the screens show for `COc1ccc(S(=O)(=O)NC(=O)C2(C)CCN2C(=O)c2ccc(C3CCCCC3)cc2)cc1` (stereo unspecified)?
mcGAS RapidFire: -7

Results for O=c1ccccn1Cc1cccc2ccccc12 ?
mcGAS RapidFire: 1

What do the screens show for `COc1cc(NC(=O)CNC(C)Cn2cccn2)ccc1Cl` (stereo unspecified)?
mcGAS RapidFire: 6

Results for NC(=O)CSc1ccc(-c2ccc(-n3ccnc3)cc2)nn1 ?
mcGAS RapidFire: -7

How did O=C(Cn1c2ccccc2c(=O)c2ccccc21)NCc1ccccc1 do in these assays?
mcGAS RapidFire: -3

How did C=C1c2ccccc2C(=O)N1C(C)C(=O)Nc1cccc(-c2nc(CC)cc(=O)[nH]2)c1 (stereo unspecified) do in these assays?
mcGAS RapidFire: 3

What do the screens show for `Cc1cccc(C)c1NS(=O)(=O)c1ccc2[nH]c(=O)oc2c1`?
mcGAS RapidFire: -6

How did CCOC(=O)C1=C(C)NC(C)=C(C(=O)OCC)C1c1ccc(OC)cc1 do in these assays?
mcGAS RapidFire: 5

What do the screens show for `Cc1cc(C(=O)NC2CCN(C(=O)Nc3ccccc3)CC2)n[nH]1`?
mcGAS RapidFire: -6

What do the screens show for `COc1cc(C=C(C#N)c2nnc3n2CCCCC3)cc2c1OCCO2`?
mcGAS RapidFire: -8

Compound activity: PubChem, Fisher Drug Discovery Resource Center

A portion of the library, so the mix of outcomes need not match the whole.
